OX1R antag: antagonists of human orexin 1 receptor (OX1R); OX1R-expressing cells, FRET antagonist read-out; actives 1.8% (n = 330,000); O43613; inhibition, % at 6.6 µM; AID 485270; in the data active = inhibition mostly above about 38%, no sharp cut-off; inactive = mostly below about 40%;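 note: 0% = agonist challenge alone and 100% = reference antagonist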
Target sequence (O43613 whole entry, looked up): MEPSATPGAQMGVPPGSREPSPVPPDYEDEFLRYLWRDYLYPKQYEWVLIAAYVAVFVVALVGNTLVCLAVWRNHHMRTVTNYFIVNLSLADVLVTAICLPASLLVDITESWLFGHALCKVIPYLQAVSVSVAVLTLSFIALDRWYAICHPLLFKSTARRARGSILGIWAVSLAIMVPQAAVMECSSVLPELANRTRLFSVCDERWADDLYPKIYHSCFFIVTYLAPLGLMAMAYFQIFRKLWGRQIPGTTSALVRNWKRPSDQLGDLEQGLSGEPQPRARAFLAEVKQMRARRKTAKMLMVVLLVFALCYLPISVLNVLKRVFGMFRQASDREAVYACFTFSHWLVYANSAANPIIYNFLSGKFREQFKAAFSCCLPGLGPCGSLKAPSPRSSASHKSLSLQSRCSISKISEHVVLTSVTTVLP
KCNQ2 inh: KCNQ2 potassium channel inhibitors, primary screen, cell-based, CHO-K1, FluxOR thallium flux, B-score (AID 2156) | 20 min; active compounds read low | actives 1.1% (n = 310,000) | B-score at 10 µM | O88943;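 active = fluorescence ratio B-score at most minus 3 library SDs, with starting brightness B-score within 2 library SDs, cut at about -5.5 in these data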
STK33 kinase inh: blocks human STK33 kinase activity. purified STK33, MBP phosphorylation, ADP-Glo luminescence. inhibition, % at 10 µM. actives 0.073% (n = 320,000). AID 2661;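 active = inhibition at or above 25%, using the most active replicate where run in duplicate; inactive = inhibition below 25%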
Target sequence (Q9BYT3 whole entry, looked up): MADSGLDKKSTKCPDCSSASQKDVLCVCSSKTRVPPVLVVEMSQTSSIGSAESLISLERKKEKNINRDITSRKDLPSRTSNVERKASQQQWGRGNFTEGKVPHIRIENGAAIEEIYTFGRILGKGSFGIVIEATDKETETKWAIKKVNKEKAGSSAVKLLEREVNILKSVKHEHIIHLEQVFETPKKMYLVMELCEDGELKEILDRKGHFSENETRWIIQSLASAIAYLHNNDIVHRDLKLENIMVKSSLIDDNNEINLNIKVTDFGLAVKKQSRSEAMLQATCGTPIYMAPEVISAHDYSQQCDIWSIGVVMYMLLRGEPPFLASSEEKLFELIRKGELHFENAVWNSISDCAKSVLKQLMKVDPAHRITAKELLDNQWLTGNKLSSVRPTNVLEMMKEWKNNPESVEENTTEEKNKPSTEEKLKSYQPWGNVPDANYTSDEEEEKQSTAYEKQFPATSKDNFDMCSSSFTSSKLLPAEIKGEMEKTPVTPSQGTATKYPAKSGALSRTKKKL
Active calls of the source: *; i = inactive; x = no result given.

SMILES | OX1R antag | KCNQ2 inh | STK33 kinase inh
Cc1ccsc1/C=N/NC(=O)c1ccccn1 | 40.2 | i | 1.7
COc1ccc(CCNC(=O)CCNC(=O)N2CC(=O)Nc3ccccc32)cc1 | 9.4 | i | -3.2
Cc1ccc(S(=O)(=O)N2CCC(C(=O)N3CCC[C@H]3C(=O)NC3CCS(=O)(=O)C3)CC2)cc1 (stereo not given in full) | 9.8 | i | -0.7
CCOC(=O)c1cnc2cc3c(cn2c1=O)CCCC3 | 22.8 | i | 0.7
CCN(CC(=O)Nc1ccc(NC(C)=O)cc1)C(=O)CCCc1nc2ccccc2c(=O)[nH]1 | 9.2 | i | -0.8
Cc1cc(=O)n2c(n1)OC(CO)C2 (stereo not given) | 10.1 | i | -0.1
O=C(CSc1ccc(-c2cccc([N+](=O)[O-])c2)nn1)N1CCCCC1 | 40.8 | i | -0.6
CCC(C)(C)n1nnnc1C(c1ccccc1F)N1CCN(C(=O)c2ccco2)CC1 (stereo not given) | 30.9 | i | -1.0
COC(=O)c1ccc(NC(=O)c2ccc(CN3CCOCC3)cc2)cc1 | 18.4 | i | 0.2
Cc1ccc(C(=O)N2CCN(c3ccc(NC(=O)COc4ccccc4C)cc3)CC2)cc1 | 3.8 | i | -1.2

Some of the entries above, reformatted:
OX1R antag | KCNQ2 inh | STK33 kinase inh | Structure
40.8 | i | -0.6 | O=C(CSc1ccc(-c2cccc([N+](=O)[O-])c2)nn1)N1CCCCC1
9.4 | i | -3.2 | COc1ccc(CCNC(=O)CCNC(=O)N2CC(=O)Nc3ccccc32)cc1
9.8 | i | -0.7 | Cc1ccc(S(=O)(=O)N2CCC(C(=O)N3CCC[C@H]3C(=O)NC3CCS(=O)(=O)C3)CC2)cc1 (stereo not given in full)
22.8 | i | 0.7 | CCOC(=O)c1cnc2cc3c(cn2c1=O)CCCC3
18.4 | i | 0.2 | COC(=O)c1ccc(NC(=O)c2ccc(CN3CCOCC3)cc2)cc1

Continued.
SMILES | OX1R antag | KCNQ2 inh | STK33 kinase inh
Cc1ccc(/C(N)=N/OC(=O)CCC2CCCC2)cc1 | 5.1 | i | -2.1
O=C(Cn1nnc2ccccc21)N1CCCCC1 | -1.7 | i | -1.7
CCn1c(=O)cc(SCC(=O)NCCCN2CCN(c3ccccc3F)CC2)c2ccccc21 | 8.6 | i | 1.4
Cn1cnc([N+](=O)[O-])c1SCC(O)CCl (stereo not given) | 12.7 | i | -2.0
Cc1cc(C)cc(NC(=O)CSc2n[nH]c(-c3cccnc3)n2)c1 | 16.6 | i | 0.1
O=C(COC(=O)c1ccc(F)cc1Cl)NC1CCCCCCC1 | 2.5 | x | 0.5
COCC(=O)Nc1c(C(=O)Nc2cccc(OC)c2)oc2ccccc12 | 22.7 | i | 0.7
Cc1nc(C)c(C(=O)NCc2ccc(Cl)cc2)o1 | 7.0 | i | -0.3
COc1ccc(CCn2c(-n3nc(C)cc3C)nc3c2c(=O)[nH]c(=O)n3C)cc1 | 1.1 | i | -1.5
Cc1ccc(C(=O)NCc2ccc(N3CCN(C)CC3)cc2)cc1C | 2.3 | i | 0.7
O=C(c1ccc(F)cc1)C(CCCCCC(CN1CCOCC1)C(=O)c1ccc(F)cc1)CN1CCOCC1 (stereo not given) | 28.0 | i | -1.2
Cc1cc(O)cc(=O)n1Cc1ccco1 | 20.5 | i | 0.8
CC(C)(C)OC(=O)NCCCCCc1nnc(SCC(N)=O)o1 | -5.8 | i | -0.4
CCOc1ccc(-n2c(C)nc3cc(C(=O)NCCCN4CCOCC4)ccc32)cc1 | 19.4 | i | 1.4
Cc1csc(NC(=O)CSc2nccn2Cc2ccco2)n1 | 0.5 | i | 3.6
COc1ccc(C(=O)NCc2csc(-c3cccs3)n2)cc1 | 7.2 | i | -1.2
O=[N+]([O-])c1ccc(Sc2cc[n+]([O-])c3ccccc23)c([N+](=O)[O-])c1 | 98.0* | i | -0.4
COc1ccc(NS(=O)(=O)c2ccc(C)c(C(=O)NC3CCN(Cc4ccccc4)CC3)c2)cc1 | 7.5 | i | 0.1
O=C(CN1CCN(c2ccccc2)CC1)Nc1ccccc1Sc1ccccc1 | 24.8 | i | 6.2
COc1ccc(/C=N/NC(=O)Cc2cccs2)cc1 | 3.6 | i | 0.2
CCOC(=O)C(=CNc1ccc(C(F)(F)F)cc1)C(=O)OCC | 3.8 | i | 5.5
CCCNC(=O)OC[C@H]1O[C@H](CCO/N=C(\C)CCN2CCc3nc(-c4ccccc4)c(-c4ccccc4)cc3C2)C=C[C@@H]1Oc1ccc(OC)cc1 | 0.5 | i | 3.1
CCN1CCN(c2nc(Nc3ccc(NC(C)=O)cc3)nc(Nc3ccc(NC(C)=O)cc3)n2)CC1 | 12.3 | i | 0.3
Cc1n[nH]c(=O)nc1NCc1ccccc1 | 5.9 | i | -0.3
O=S(=O)(c1ccc(Cl)c(C(F)(F)F)c1)N1CCN(CC(O)COc2ccccc2F)CC1 (stereo not given) | 7.0 | i | -0.6
CCCC(=O)Nc1cc(-c2nn(C)c(=O)c3ccccc23)ccc1OC | 11.9 | i | -1.6
CCC(C)(C)NC(=O)C(c1ccc(C)cc1)N(Cc1cccs1)C(=O)c1ccc2c(c1)OCCO2 (stereo not given) | 33.4 | i | -0.6
O=C(NCCN1CCOCC1)/C(=C\c1ccccc1F)NC(=O)c1ccccc1 | 11.8 | i | 0.7
CC(=O)N1c2ccc(S(=O)(=O)NCCC(=O)Nc3ncccc3C)cc2CC1C (stereo not given) | 3.3 | i | -3.5
COCCn1nnnc1CN1CCN(C(=O)c2ccco2)CC1 | 3.3 | i | -1.0
COc1ccccc1CNC(=O)c1cc(=O)c2ccccc2o1 | 36.6 | i | -1.3
C[C@]12CCC(=O)CC1CCC1C2CC[C@@]2(C)C1CC[C@@]21CCO1 (stereo not given in full) | -10.2 | i | 0.3
Cc1cc(C)c(C(=O)NCCCN2CCOCC2)c(C)c1 | 10.6 | i | 1.8
CC(C)Oc1ccc(S(=O)(=O)N2CCOCC2)cc1NC(=O)c1cc([N+](=O)[O-])ccc1N1CCOCC1 | 16.9 | i | -2.7
Cc1ccc(C)c(/C(O)=C2/C(=O)C(=O)N(CCN3CCOCC3)C2c2ccc(C)o2)c1 (stereo not given) | 18.2 | i | 0.4
COc1cc2ccccc2cc1C(=O)N(CCN(C)C)c1nc2c(C)cccc2s1 | 13.6 | i | 0.3
COc1ccccc1NC(=O)CSc1sc2c(O)cc(=O)[nH]c2c1C#N | 24.4 | i | -1.2
CCN1C(=NCCc2cccnc2)N[C@@H](c2ccccc2)[C@H](C(=O)OC)[C@H]1C | 27.1 | i | -1.6
CCOC(=O)C1CCCN(S(=O)(=O)c2c(C)c(C)cc(C)c2C)C1 (stereo not given) | 17.7 | i | 0.4
COC(=O)C1CCN(C(=O)C23CCC(C)(C(=O)O2)C3(C)C)CC1 (stereo not given) | 6.4 | i | -0.6

4 compounds drawn at random from those above:
SMILES | OX1R antag | KCNQ2 inh | STK33 kinase inh
CCN1C(=NCCc2cccnc2)N[C@@H](c2ccccc2)[C@H](C(=O)OC)[C@H]1C | 27.1 | i | -1.6
CC(C)Oc1ccc(S(=O)(=O)N2CCOCC2)cc1NC(=O)c1cc([N+](=O)[O-])ccc1N1CCOCC1 | 16.9 | i | -2.7
CCOC(=O)C1CCCN(S(=O)(=O)c2c(C)c(C)cc(C)c2C)C1 (stereo not given) | 17.7 | i | 0.4
COc1cc2ccccc2cc1C(=O)N(CCN(C)C)c1nc2c(C)cccc2s1 | 13.6 | i | 0.3

Further structures follow:
SMILES | OX1R antag | KCNQ2 inh | STK33 kinase inh
COc1ccc(OC)c(NC(=O)c2nc3ccccc3s2)c1 | 21.3 | i | 11.9
O=[N+]([O-])c1ccccc1CS(=O)(=O)c1ccccc1 | 13.0 | i | -0.5
COc1ccccc1NS(=O)(=O)c1cccc(C(=O)OCC(=O)NC2CC2)c1 | 10.4 | i | -1.0
COc1ccccc1NC(=O)Cc1csc(N)n1 | 13.2 | i | -1.3
CCOc1ccc(N(CC(=O)N/N=C/c2cccnc2)S(C)(=O)=O)cc1 | 12.4 | i | -1.3
Cc1ccccc1-c1cc(C(=O)NCc2ccc(OC(F)(F)F)cc2)n(CC2CC(c3cccnc3)=NO2)n1 (stereo not given) | 5.5 | x | -1.4
CN(C(=O)COC(=O)c1cccc(S(=O)(=O)N2CCOCC2)c1)C1CCS(=O)(=O)C1 (stereo not given) | 19.9 | i | -0.6
COc1ccc(N(CC(=O)Nc2c(C)n(C)n(-c3ccccc3)c2=O)S(=O)(=O)c2ccc(C)cc2)cc1 | -0.8 | i | -0.6
Cc1cccc(Cc2nnc(CCC(=O)NCc3cn4ccccc4n3)o2)c1 | 8.2 | i | -0.6
CCOC(=O)c1cccc(NC(=O)CCNS(=O)(=O)c2cccc3nonc23)c1 | 43.9 | i | 0.8
Cc1ccc(-c2ccc(=O)n(CC(=O)NCCCN3CCCCC3C)n2)cc1 (stereo not given) | 30.3 | i | -2.8
Cc1cccc(CSc2ccc3nnc(-c4cccnc4)n3n2)c1 | 19.6 | i | -3.5
Cn1c(N)c(C(=O)COC(=O)/C=C/c2ccc(F)cc2)c(=O)n(C)c1=O | 4.7 | x | 1.1
CCN(c1ccc(OC)cc1)S(=O)(=O)c1ccc2c(c1)CCN2C(=O)CCC(=O)O | 12.9 | i | -0.8
CCOC(=O)C(C(=O)OCC)C(C(=O)OCC)N1CCOCC1 (stereo not given) | 12.7 | i | -0.1
CCOc1ccccc1C(=O)N1CCCCC1C (stereo not given) | 13.6 | i | -2.4
CC(=O)Nc1ccc(S(=O)(=O)N/N=C/c2ccc(C)o2)cc1 | x | i | 0.2
COc1ccc(Cl)cc1NC(=O)CN(C)C(=O)c1cc(-c2ccncc2)nc2ccccc12 | 24.6 | i | 1.6
COc1ccc(/C=C2\SC(=O)N(CC(=O)Nc3ccccc3O)C2=O)cc1OC | x | i | -1.8
Cn1c(SCc2cccc(F)c2)nnc1-c1ccncc1 | 4.4 | i | -0.6
CC1CCN(Cc2nc3c(c(=O)n(C)c(=O)n3C)n2CCCc2ccccc2)CC1 | 4.0 | i | 0.1
O=C(Nc1cccc(NC(=O)c2cccs2)c1)c1cccnc1 | 21.6 | i | -3.3
COc1cccc(C2C(C(=O)Nc3nc4ccccc4s3)=C(C)NC3=C2C(=O)CC(C)(C)C3)c1OC (stereo not given) | 14.2 | i | -1.3
Cc1ccc(NC(=O)CN2C(=O)NC3(CCCCCCC3)C2=O)cc1C | 12.3 | x | 1.3
O=C(C1CC1)N1CCCC(c2ccc(Cl)cc2)=N1 | 10.8 | i | -0.4
CCOC(=O)CC1=NN(c2ccccc2)C(=O)/C1=C\c1ccc(N(C)C)cc1 | -3.3 | i | 0.9
CCOC(=O)CN(Cc1ccccc1)C(=O)OC(C)(C)C | 9.7 | i | -1.7
Cc1cccc(N(CC(=O)N2CCCC2)S(C)(=O)=O)c1 | 9.2 | i | -2.6
Cc1ccc(Cl)cc1NC(=O)c1ccc(NC(=O)CCC(=O)O)cc1 | 6.2 | i | 0.4
COc1cccc(C(=O)Nc2ccc3c(c2)OCO3)c1OC | 9.3 | i | 0.8
COc1ccc(C(C[N+](=O)[O-])c2c(C)[nH]c3ccccc23)cc1OC (stereo not given) | 22.6 | i | 0.1
CC(=O)Nc1ccc(Oc2cc(C#N)c(C#N)cc2N2CCCCCC2)cc1 | 12.4 | x | -1.6
Cc1sc2nc(SCCN(C)C)n(-c3ccccc3)c(=O)c2c1-c1ccc(F)cc1 | 1.7 | i | -0.5
CCN(c1ccc(NC(=O)COC(=O)/C=C/c2cccs2)cc1)C(C)C | 17.8 | i | -1.2
Cc1ccc(S(=O)(=O)N(C)C)cc1-n1c(SCC(=O)Nc2ccc(F)c(F)c2F)nc2ccccc2c1=O | 14.1 | i | -8.0
Cc1nc(NC(=O)c2cnccn2)ccc1Br | x | i | 0.8
Cn1c(=O)[nH]c(=O)c2c1nc1n2CC(O)CN1c1ccccc1 (stereo not given) | -1.3 | i | 1.6
Cc1nn(C(C)C(=O)N2CCOCC2)c(=O)c2nn(-c3ccccc3)c(C)c12 (stereo not given) | 8.0 | i | -1.7
CCCNC(=O)C(Cc1ccc(C(F)(F)F)cc1)NC(=O)c1ccc2ccccc2n1 (stereo not given) | 5.2 | x | -1.3
CN(C)Cc1cn(CCC(=O)O)c2ccccc12 | 6.5 | i | -0.9
CN(C)C(=S)Nc1ccc2ccccc2c1 | 8.8 | i | -2.1
COc1ccc(Cl)cc1C(=O)Nc1ccc(N(C)C(C)=O)cc1 | 28.4 | i | 0.0
O=S(=O)(NC1CCCC1)c1ccc(S(=O)(=O)N2CCc3ccccc32)cc1 | 31.9 | x | 0.5
Nc1nc(SCc2c(F)cccc2Cl)[nH]c(=O)c1-c1ccccc1 | 11.5 | i | x
CCCCCc1c(C)c(C#N)c2nc3ccccc3n2c1-n1ccnc1C | 23.5 | i | -5.1
Nc1c(Br)cc2oc(-c3ccccc3)nc2c1Br | 14.8 | i | -2.5
Oc1ccc(C=Nc2ccccc2-c2nc3ccccc3[nH]2)c(O)c1 | 13.3 | i | 2.7
OC1(c2ccc(Cl)cc2)CCN(Cc2nc(-c3cnccn3)no2)CC1 | 8.8 | i | -0.4
COc1ccc(N(C(=O)CNC(=O)c2ccco2)C(C(=O)NCC2CCCO2)c2ccc(OC)c(OC)c2)cc1 (stereo not given) | 13.6 | i | -1.8
